Abeta yeast res: restores growth of yeast expressing A-beta42 peptide. 410,000 compounds, 0.063% hits. AID 1347071. yeast expressing A-beta42, growth rescue, OD600, 48 h; response scale: 0% DMSO, 100% iron-clioquinol control. Potency, µM (series often up to 46.1 µM), inactives show top-dose growth rescue, most hits filed as activators; note: potency is the fitted concentration of half-maximal effect; nearly all actives have a fitted effect of over 55% in size
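Growth rescue measured by 600 nm absorbance after 48 h yeast culture at 30 C with compound. Values normalized between DMSO and an equimolar ferric chloride plus clioquinol control.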
Akt phos inh: Akt phosphorylation inhibition | AID 651550 | activity change, % for hits at 50 µM | Neuro2A IGF-stimulated pAkt S473 HTRF, 20 min; active compounds read low | 360,000 compounds, 0.32% hits; in the data active = activity change below about -80%; inconclusive = mostly about -51% to -80%; note: % is set by controls: 0 for no effect and ±100 for the full control effect
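Single-point screen (50 µM final compound) in Neuro2A cells stimulated 20 min with 6 nM IGF at 37 deg C. After lysis, Ser473-phosphorylated Akt read by HTRF (ex 330 nm, em 615/665 nm) as the 665/615 ratio.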
aSyn rescue: rescues yeast growth from alpha-synuclein toxicity | 370,000 compounds, 0.14% hits | Yeast expressing alpha-synuclein, growth rescue, BacTiter-Glo, 24 h | Potency, µM (top dose mostly 46.1 µM), for inactives: at the top dose growth rescue (activation), hits mostly activators; note: potency is the fitted concentration of half-maximal effect; % of control where 0% means no effect; nearly all actives have a fitted effect of over 65% in size
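Galactose-induced alpha-syn yeast (OD600=0.02, raffinose-pregrown) + pinned cpd, 24 hr, 30 deg C; growth by BacTiter-Glo luminescence. Growth restoration scores as activation.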
TDP43 rescue: rescues yeast growth from TDP-43 toxicity | 410,000 compounds, 1.8% hits | TDP-43 expressing yeast growth rescue, BacTiter-Glo, 24 h | Potency, µM (doses to about 46.1 µM), for the others: top-dose growth rescue (activation), most hits filed as activators; note: potency is the fitted concentration of half-maximal effect; % of control where 0% means no effect; nearly all actives have a fitted effect of over 50% in size
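Cell-based yeast growth screen: TDP-43 expression induced in galactose, inoculum OD600=0.02 after raffinose pregrowth to mid-log. Read-out BacTiter-Glo luminescence at 24 hr, 30 deg C; inhibition of toxicity seen as signal increase.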
FUS yeast rescue: rescues growth of FUS-expressing yeast | AID 1347120 | S. cerevisiae FUS-expressing, growth rescue, OD600, 24 h | Potency, µM (highest dose often 76.6 µM), for inactives: at the highest dose growth rescue (activation), usual class: activators | 390,000 compounds, 0.24% hits;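 note: potency is the fitted concentration of half-maximal effect; plate controls were DMSO vehicle for no effect and reference control for full effect; nearly all actives have a fitted effect of over 55% in size; some results filed as inactive show a strong effect at the top dose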
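Restored growth of FUS-toxic S. cerevisiae, read as 600 nm absorbance after 24 h at 30C in galactose medium (starting OD 0.005). Controls CP55940 and DMSO.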
GLP1R cytotox: cytotoxic in the GLP-1 receptor inverse agonist counter-screen; AID 624418; HEK293 cAMP-luciferase reporter cells, luminescence, 24 h; 410,000 compounds, 0.13% hits; Potency, µM (highest dose often 38.3 µM), inactives show top-dose activity change, negative = inhibition, most hits filed as inhibitors;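 note: loss of luciferase light is scored as toxicity; potency is the fitted concentration of half-maximal effect; % is set by controls: 0 for no effect and ±100 for the full control effect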
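Compound-treated cells are incubated 24 hr at 37 deg C under 5% CO2 after a 12 hour attachment period, then luciferase detection reagent is added and luminescence is measured following 12 min at room temperature; lowered signal indicates toxicity.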
MmCpn inh: blocks the Methanococcus maripaludis chaperonin Mm-Cpn; purified Mm-Cpn ATPase, ADP Transcreener TR-FRET; Potency, µM (series often up to 76.9 µM), without a hit: top-dose activity, negative = inhibition, usual class: inhibitors; 330,000 compounds, 0.031% hits; note: potency is the fitted concentration of half-maximal effect; % is set by controls: 0 for no effect and ±100 for the full control effect; nearly all actives have a fitted effect of over 80% in size
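Purified archaeal Mm-CPN (25nM final) preincubated 10 min at 37degC with compound, then 10uM ATP for 30 min at 37degC; ADP measured by HTRF Transcreener TR-FRET; buffer 30 mM TRIS pH 7.4, 100mM KCl, 5mM MgCl2, 1mM DTT.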
PTHR1 ag: activates the human parathyroid hormone receptor PTHR1; Q03431; HEK293 GP2 PTHR1 cells, GloSensor cAMP luminescence, 1 h; Potency, µM (highest dose often 115 µM), without a hit: top-dose activation, most hits filed as activators; 410,000 compounds, 0.075% hits; AID 743266; note: potency is the fitted concentration of half-maximal effect; nearly all actives have a fitted effect of over 55% in size; some results filed as inactive show a strong effect at the top dose; inactives centre near -15; many of its hits are not listed in these tables
Target sequence (Q03431 whole entry, looked up): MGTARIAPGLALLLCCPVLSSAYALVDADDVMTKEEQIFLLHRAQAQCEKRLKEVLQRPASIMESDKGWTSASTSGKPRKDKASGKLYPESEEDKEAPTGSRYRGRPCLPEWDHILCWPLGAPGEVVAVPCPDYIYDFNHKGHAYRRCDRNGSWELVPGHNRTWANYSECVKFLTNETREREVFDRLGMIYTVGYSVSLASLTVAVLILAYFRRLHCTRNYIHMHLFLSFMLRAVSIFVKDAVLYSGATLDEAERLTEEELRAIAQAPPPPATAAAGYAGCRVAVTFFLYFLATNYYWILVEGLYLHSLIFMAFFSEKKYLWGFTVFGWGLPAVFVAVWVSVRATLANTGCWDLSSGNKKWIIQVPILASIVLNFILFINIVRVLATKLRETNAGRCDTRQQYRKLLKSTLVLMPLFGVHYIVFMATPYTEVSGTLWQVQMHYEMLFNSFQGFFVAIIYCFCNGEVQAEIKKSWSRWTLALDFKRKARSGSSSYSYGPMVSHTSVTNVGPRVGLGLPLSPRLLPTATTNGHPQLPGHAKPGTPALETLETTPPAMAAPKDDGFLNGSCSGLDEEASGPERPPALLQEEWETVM
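HEK-293-derived GP2 cells expressing PTHR1 and a GloSensor cAMP reporter, 3,000/well, plated overnight, given luciferin plus IBMX (each 0.5 mM as added) for 1 h at 37 °C, then compound for 1 h at 37 °C. Luminescence was read after 15 min at room temperature.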
GLP1R inv ag: GLP-1 receptor (human) inverse agonism | AID 624417 | 410,000 compounds, 1.6% hits | Potency, µM (top dose mostly 38.3 µM), for inactives: at the top dose activity change, negative = inhibition, actives largely listed as inhibitors | HEK293 GLP-1R CRE-luciferase, luminescence, 24 h; GLP-1R form is constitutively active | P43220; note: potency is the fitted concentration of half-maximal effect; % is set by controls: 0 for no effect and ±100 for the full control effect; nearly all actives have a fitted effect of over 55% in size
Target sequence (P43220 whole entry, looked up): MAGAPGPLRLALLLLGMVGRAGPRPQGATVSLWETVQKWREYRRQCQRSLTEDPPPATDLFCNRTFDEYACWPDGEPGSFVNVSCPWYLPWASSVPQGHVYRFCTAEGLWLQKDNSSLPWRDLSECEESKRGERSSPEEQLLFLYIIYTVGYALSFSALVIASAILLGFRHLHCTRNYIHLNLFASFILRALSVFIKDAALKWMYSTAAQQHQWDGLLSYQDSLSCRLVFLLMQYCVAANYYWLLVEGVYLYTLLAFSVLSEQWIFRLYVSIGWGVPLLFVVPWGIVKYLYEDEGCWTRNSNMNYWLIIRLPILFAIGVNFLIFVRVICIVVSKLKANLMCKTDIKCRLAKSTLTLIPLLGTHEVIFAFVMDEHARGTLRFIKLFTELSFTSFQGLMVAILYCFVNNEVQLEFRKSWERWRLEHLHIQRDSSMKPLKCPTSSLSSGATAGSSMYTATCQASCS
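qHTS in 1536-well format: reporter HEK293 cells expressing constitutive GLP-1R activity in DMEM + 10% Nu serum, 24 hr with compounds at 37 deg C, luminescence read after 12 min with detection reagent.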
Starred values were filed as active, the others as inactive; i = inactive; ? = inconclusive; / = no result given; [ ] = another dose, or the depositor's remark. Unless noted, calls come from the whole dose curve; as a rule, active = well fitted curve in the direction sought with a large enough effect; inconclusive = small, poorly fitted or top-dose-only effect, or another doubt; inactive = no such curve, though single readings can be large; an effect the other way counts as inactive or inconclusive. This is a subset, so the mix of outcomes need not match the whole.

SMILES | Abeta yeast res | Akt phos inh | aSyn rescue | TDP43 rescue | FUS yeast rescue | GLP1R cytotox | MmCpn inh | PTHR1 ag | GLP1R inv ag
CC(NC(=O)Nc1ccc(Cl)c(Cl)c1)C(c1ccccc1)N1CCOCC1 (configuration not stated) | -4% | i | -49%[inhibitor] | 5% | -21% | ? | 0% | -93%[inhibitor] | ?
O=C1C(=O)N(C2CCN(S(=O)(=O)c3ccc(F)cc3)CC2)CCN1Cc1ccccc1 | -1% | / | / | 7% | -9% | 0% | / | i | 6%
COc1ccc(CCN(C)C(=O)COc2ccc(C(=O)c3ccccc3)cc2)cc1OC | 13% | i | 10% | 18% | 4% | -12% | -3% | -19% | 0%
CN(c1ccc(-c2csc(NC(=O)C3CC(=O)N(Cc4ccco4)C3)n2)cc1)S(C)(=O)=O (configuration not stated) | -2% | i | 0% | 5% | ? | 1% | -2% | -39%[inhibitor] | -5%
CC(C)N(C(=O)COC(=O)c1ccccc1C(=O)c1ccc(Cl)c([N+](=O)[O-])c1)C(C)C | -36%[inhibitor] | i | -9% | -7% | 13% | ? | -1% | -42%[inhibitor] | ?
CCCCN(C(=O)c1cc2ccccc2o1)c1c(N)n(CCCC)c(=O)[nH]c1=O | -10% | i | -2% | 9% | 16% | -5% | -1% | -4% | 17%
CCOc1ccc(C(=O)C(c2ccccc2)N2CCOCC2)cc1 (configuration not stated) | -17% | i | -12% | -17% | ? | -10% | -2% | 0%[57.5 µM] | -52%
NC(=O)C1CCN(C(=O)C2CCC(=O)N(C3CCCCCC3)C2)CC1 (configuration not stated) | -1% | i | 0% | -2% | 0% | 7% | -20% | -13% | -1%
COc1ccc(-n2c(SCC(=O)O)nc3sc4c(c3c2=O)CCC4)cc1 | -12% | i | -10% | -15% | 26% | 2% | 0% | i | -23%
N=c1sccn1CC(=O)Nc1ccccc1Cc1ccccc1 | 2% | i | -4% | -11% | 7% | -8% | 0% | i | -2%

Ordered by formula weight (lowest first): some entries from above.
SMILES | Abeta yeast res | Akt phos inh | aSyn rescue | TDP43 rescue | FUS yeast rescue | GLP1R cytotox | MmCpn inh | PTHR1 ag | GLP1R inv ag
N=c1sccn1CC(=O)Nc1ccccc1Cc1ccccc1 | 2% | i | -4% | -11% | 7% | -8% | 0% | i | -2%
CCOc1ccc(C(=O)C(c2ccccc2)N2CCOCC2)cc1 (configuration not stated) | -17% | i | -12% | -17% | ? | -10% | -2% | 0%[57.5 µM] | -52%
CCCCN(C(=O)c1cc2ccccc2o1)c1c(N)n(CCCC)c(=O)[nH]c1=O | -10% | i | -2% | 9% | 16% | -5% | -1% | -4% | 17%
CC(NC(=O)Nc1ccc(Cl)c(Cl)c1)C(c1ccccc1)N1CCOCC1 (configuration not stated) | -4% | i | -49%[inhibitor] | 5% | -21% | ? | 0% | -93%[inhibitor] | ?
COc1ccc(CCN(C)C(=O)COc2ccc(C(=O)c3ccccc3)cc2)cc1OC | 13% | i | 10% | 18% | 4% | -12% | -3% | -19% | 0%
CC(C)N(C(=O)COC(=O)c1ccccc1C(=O)c1ccc(Cl)c([N+](=O)[O-])c1)C(C)C | -36%[inhibitor] | i | -9% | -7% | 13% | ? | -1% | -42%[inhibitor] | ?
CN(c1ccc(-c2csc(NC(=O)C3CC(=O)N(Cc4ccco4)C3)n2)cc1)S(C)(=O)=O (configuration not stated) | -2% | i | 0% | 5% | ? | 1% | -2% | -39%[inhibitor] | -5%

Carrying on.
SMILES | Abeta yeast res | Akt phos inh | aSyn rescue | TDP43 rescue | FUS yeast rescue | GLP1R cytotox | MmCpn inh | PTHR1 ag | GLP1R inv ag
COc1ccccc1NC(=O)C(NC(=O)OC(C)(C)C)C(C)OCc1ccccc1 (configuration not stated) | -2% | i | -10% | -17% | 30% | -14% | -3% | -4%[57.5 µM] | ?
O=C(N/N=C/c1cccc([N+](=O)[O-])c1)c1cnccn1 | 3% | i | -15% | 11% | / | -20% | 3% | i | 5%
CCCCNC(=O)CN(c1ccc(Cl)c(Cl)c1)S(C)(=O)=O | 17% | i | -1% | 0% | -10% | 16% | 1% | i | 42%[activator]
Cc1nc(NCc2ccc3c(c2)OCO3)c2oc3ccccc3c2n1 | -16% | i | -14% | 4% | -1% | 8% | -2% | -93%[inhibitor] | 22%
COC(=O)C1CCN(c2nc3ccccc3nc2C(C#N)C(=O)NCCc2ccccc2)CC1 (configuration not stated) | -7% | i | -1% | -19% | -1% | 5% | 2% | -11%[57.5 µM] | -15%
COc1ccc([C@H]2CC(=O)C=C(C#CC(C)(C)C)C2)cc1 | 31% | i | -19% | 16% | 14% | 1% | 2% | -18% | -4%
CNC(=S)NNC(=O)c1sccc1OCc1ccc(C)cc1 | ? | i | 2% | -6% | 14% | 4% | 2% | i | -5%
CC(=O)C1=C(O)C(=O)N(CCc2c[nH]c3ccccc23)C1c1ccc(C)cc1 (configuration not stated) | -22% | i | -6% | -6% | 37% | 1% | -1% | -11% | ?
CN(C)CCNc1c2c(nc3nnnn13)CCCC2 | -1% | i | -5% | / | 8% | -10% | 3% | -22% | 10%
Cc1nn(-c2ccccc2)c(C)c1C(=O)OCC(=O)NC(=O)NC1CCCCC1 | -11% | i | -2% | -10% | 69% | 5% | 1% | i | ?
CCc1nnc(SCc2ccc(C(=O)OC)o2)n1N | 3% | i | -1% | -3% | -3% | 9% | -1% | i | 10%
CCOc1cc(C(=S)N2CCOCC2)ccc1O | -3% | / | -25% | -12% | 3% | 1% | 0% | -17%[57.5 µM] | 2%
O=C(CSC(=S)N1CCCC1)c1cc(Br)cc(Br)c1O | ? | i | -3% | 29%[9.22 µM] | 13% | 10%[7.66 µM] | 4% | i | -16%[7.66 µM]
Cc1ccc2ncccc2c1NS(=O)(=O)c1ccccc1 | -2% | i | 6% | -5% | -1% | 3% | -2% | -13% | 2%
NC(=O)c1ccc(Sc2nnc(-c3cccs3)n2CC2CCCO2)c([N+](=O)[O-])c1 (configuration not stated) | ? | i | 6% | 1% | / | -5% | 0% | i | 16%
Cc1c(NC(=O)c2ccc(N3CCCC3)c([N+](=O)[O-])c2)cccc1-c1nc2ccccc2s1 | 6% | i | -10% | -14% | -2% | ? | 1% | i | 0%
CCC(NC(=O)c1ccc(C#CC2(O)CCCCC2)cc1)C(=O)O (configuration not stated) | -6% | i | -2% | 4% | 0% | 40% | 1% | 12% | 19%
CCOc1ccc(NC(=O)CN(C)C(=O)c2cccc(S(=O)(=O)N3CCN(C)CC3)c2)cc1OCC | 5% | i | 3% | 12% | -9% | 1% | / | -40%[inhibitor] | 10%
Cn1c(=O)c2c(ncn2CCN(CCO)Cc2ccccc2)n(C)c1=O | 2% | i | 0% | 0% | 8% | 5% | 2% | i | 9%
COc1cccc(OC)c1C(=O)Nc1nnc(C)s1 | 2% | / | / | 13% | 0% | -4% | / | -95%[inhibitor] | 4%
COc1ccc(OC)c(Nc2nc(NCc3ccco3)nc(N)c2[N+](=O)[O-])c1 | -11% | i | -2% | -20% | 30% | 20% | -3% | -16% | 31%[activator]
CC(=O)c1c(C)[nH]c(C(=O)OCC(=O)Nc2c(C)cccc2C)c1C | -10% | i | -5% | 7% | 11% | 19% | 1% | -33%[inhibitor] | 2%
CCC(=O)N1CCc2cc(Br)cc(S(=O)(=O)NCCCN(CC)Cc3ccccc3)c21 | -6% | i | 2% | -8% | 19% | -18% | 1% | -11% | ?
S=C(Nc1ccccc1)N1CCCCCCC1 | 18% | i | 2% | -9% | 2% | 12% | 0% | i | -14%
COc1ccc([C@H]2C[C@@H](n3cc(COC(=O)c4ccccc4)nn3)[C@H](O)CN2CC2CCCCC2)cc1 | -11% | i | -3% | 6% | 9% | 7% | / | -3% | -10%
COc1cccc(C2C(C#N)=C(N)N(N(C)C)C3=C2C(=O)CC(C)(C)C3)c1OC (configuration not stated) | -11% | i | -6% | -5% | -9% | 1% | -1% | i | 8%
O=C(CC12CC3CC(CC(Br)(C3)C1)C2)NC1CCCC1 | -1% | i | 3% | 7% | -1% | -8% | 2% | i | 4%
CCN(C(=O)c1ccco1)c1nc(CC(=O)Nc2ccc(Cl)cc2)cs1 | 10% | i | 24% | -13% | ? | -4% | -26% | i | 0%
Cc1n[nH]c(C)c1S(=O)(=O)N1CCN(c2ccccn2)CC1 | 7% | i | 0% | 11% | 5% | -5% | / | i | 12%
COc1cc(C=O)ccc1OC(=O)Nc1ccccc1 | -20% | i | -9% | -20% | -16% | 8% | / | -2% | 1%
CCc1ccc(NC(=O)[C@H](C)NC(=O)C2CCN(C(=O)[C@@H](NC(=O)OC(C)(C)C)C(C)C)CC2)cc1 | -11% | i | 2% | -8% | 19% | -2% | -2% | -51%[inhibitor] | -23%
CCOC(=O)c1ccc(-c2n[nH]c(=O)c3ccccc23)cc1 | -13% | i | 3% | 8% | 0% | 1% | 0% | i | 0%
C#CCNC(=O)C[C@@H]1C[C@@]2(C(=O)OC)CC(C)(C)CC=C2N(CCc2ccc(OC)c(OC)c2)C1=O | -13% | i | -3% | 14% | 18% | 6% | / | 11% | 1%
O=C(Cc1cccs1)Nc1nnc(SCC(=O)NC2CCCCC2)s1 | -11% | i | -1% | 1% | 6% | 3% | -22% | -2% | 13%
CCC(C)NCCOc1cc(C)cc(C)c1C (configuration not stated) | -24% | i | 2% | -14% | -3% | 22% | -5% | -9% | ?

Screening data: PubChem, National Center for Advancing Translational Sciences (NCATS)
